mIAP inh: blocks mouse intestinal alkaline phosphatase | purified mouse IAP, CDP-Star luminescence, 30 min | inhibition, % at 10 µM | actives 0.2% (n = 330,000) | AID 2806;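 active = inhibition of at least 40% at 10 µM in the primary screen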;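 note: plate controls were DMSO with enzyme for no effect and no enzyme wells for full effect; values of inactives mirror those of a sister screen read the other way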
beta cell repl: MIN6 beta-cell proliferation induction. MIN6 cells proliferation, ATPlite luminescence, 48 h; cells starved in 0.2% serum; 100% = growth in 10% serum. proliferation, % at 10 µM. actives 0.29% (n = 330,000). AID 2380;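 active = compounds whose signal lies at least 3.5 SD above the mean of all wells on their plate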;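 note: 0% = DMSO-treated cells in low-serum medium and 100% = 10% serum control; some compounds called inactive have numbers as strong as hits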
NALP3 yeast inh: inhibitors of NALP3 inflammasome in yeast; Yeast reconstituted NLRP3/ASC/caspase-1, beta-gal luminescence, 24 h; inhibition, % at 10 µM; actives 0.39% (n = 330,000); AID 2825;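 active = inhibition of 50% or more; inactive = inhibition below 50%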;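 note: plate controls were induced DMSO wells for no effect and uninduced yeast grown without galactose for full effect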
hIAP activ: increases human intestinal alkaline phosphatase activity; AID 2524; P09923; actives 0.16% (n = 330,000); purified human IAP, CDP-Star luminescence, 30 min; hits give high values; 1 = vehicle-only enzyme, 0 = enzyme-free background; activation factor at 10 µM;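 active = activation factor of the enzyme at least 2-fold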; note: the source names both 10 and 20 µM as test concentration; values of inactives mirror those of a sister screen read the other way
A3G deaminase: inhibitors of human APOBEC3G DNA deaminase; Q9HC16; recombinant A3G, ssDNA deamination FAM/TAMRA fluorescence; inhibition, % at 20 µM; actives 0.28% (n = 330,000); AID 493012;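 active = inhibition of at least 40% at 20 µM, with no more than 30% in the related APOBEC3A deaminase screen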;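 note: plate controls were DMSO wells with A3G for no effect and wells lacking A3G enzyme for full effect; some compounds called inactive have numbers as strong as hits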
Target sequence (Q9HC16 whole entry, looked up): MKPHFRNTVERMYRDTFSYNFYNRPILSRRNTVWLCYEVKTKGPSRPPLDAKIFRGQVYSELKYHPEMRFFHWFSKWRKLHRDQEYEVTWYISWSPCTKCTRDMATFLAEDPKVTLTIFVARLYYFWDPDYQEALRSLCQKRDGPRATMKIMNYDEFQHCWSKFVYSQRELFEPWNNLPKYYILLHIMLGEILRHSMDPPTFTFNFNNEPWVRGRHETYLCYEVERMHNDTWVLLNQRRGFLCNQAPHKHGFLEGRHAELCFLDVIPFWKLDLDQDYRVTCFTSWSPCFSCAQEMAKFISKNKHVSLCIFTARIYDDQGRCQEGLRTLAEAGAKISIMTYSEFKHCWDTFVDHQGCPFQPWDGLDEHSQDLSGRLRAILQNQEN
A3A deaminase: human APOBEC3A DNA deaminase inhibition | P31941 | recombinant A3A, FAM/TAMRA ssDNA deamination fluorescence | inhibition, % at 20 µM | actives 0.41% (n = 330,000);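 active = at least 40% inhibition at 20 µM here, with at most 30% in a related deaminase screen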;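 note: plate controls were A3A with DMSO for no effect and wells lacking A3A enzyme for full effect; some results filed as inactive read as strong as hits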
Target sequence (P31941 whole entry, looked up): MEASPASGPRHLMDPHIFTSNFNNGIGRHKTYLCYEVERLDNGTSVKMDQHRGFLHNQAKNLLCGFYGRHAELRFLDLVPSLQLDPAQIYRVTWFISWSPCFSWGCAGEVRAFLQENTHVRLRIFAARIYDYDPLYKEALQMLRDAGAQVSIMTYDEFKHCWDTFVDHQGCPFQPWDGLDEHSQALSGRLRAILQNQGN
mIAP act: increases mouse intestinal alkaline phosphatase activity | muIAP, CDP-Star luminescence, 30 min; hits give high values; 1 = vehicle-only enzyme signal, 0 = enzyme-free wells | activation factor at 10 µM | actives 0.24% (n = 330,000);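 active = activation factor of at least 2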; note: the source names both 10 and 20 µM as test concentration; values of inactives mirror those of a sister screen read the other way
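System: mouse IAP enzyme. Reagent: CDP-Star chemiluminescent phosphatase substrate. Benchmarks: DMSO wells, no-enzyme wells. Times: 30 min enzyme-substrate-compound incubation at room temperature. Detection: luminescence from enzymatic CDP-Star hydrolysis. Doses: test compounds delivered from DMSO solution.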
SENP1 FRET inh: SENP1 (human) catalytic domain inhibition. Q9P0U3. recombinant SENP1 catalytic domain, CyPet-SUMO1-YPet FRET cleavage. inhibition, % at 10 µM. actives 0.21% (n = 360,000);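 active = inhibition at least 30% at 10 µM, raw YFP signal under a set limit, fluorescence ratio 0.5 to 1.5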;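 note: 0% = enzyme with DMSO and 100% = no enzyme wells; some results filed as inactive read as strong as hits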
Target sequence (Q9P0U3 419-644 limits assumed): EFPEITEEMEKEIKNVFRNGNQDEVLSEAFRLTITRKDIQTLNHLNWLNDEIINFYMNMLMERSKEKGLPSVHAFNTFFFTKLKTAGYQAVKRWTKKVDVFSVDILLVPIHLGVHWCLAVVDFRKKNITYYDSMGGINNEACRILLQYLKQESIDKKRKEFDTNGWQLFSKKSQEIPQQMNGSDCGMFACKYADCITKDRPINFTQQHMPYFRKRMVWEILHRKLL
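system = hSENP1 catalytic domain, recombinant | reagent = SFCypet-SUMO1-SFYpet substrate at 25 nM | doses = one dose per compound, 10 µM, 0.5% DMSO | incubation = enzyme reaction for 50 min at room temperature, dark | measured by = FRET, CFP and YFP emission | controls = no-enzyme low, enzyme-DMSO high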
hIAP inh: human IAP inhibition; purified IAP, CDP-Star luminescence, 30 min; inhibition, % at 10 µM; actives 0.12% (n = 330,000); AID 2544;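 active = inhibition reaching a set limit with compound at 10 µM in the primary screen, cut at about 35% in these data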;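 note: plate controls were DMSO wells with enzyme for no effect and no-enzyme buffer wells for full effect; values of inactives mirror those of a sister screen read the other way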
Starred values were filed as active, the others as inactive; x = not tested or not shown.

SMILES	mIAP inh	beta cell repl	NALP3 yeast inh	hIAP activ	A3G deaminase	A3A deaminase	mIAP act	SENP1 FRET inh	hIAP inh
Cc1ccnc(NC(=O)CCC(=O)N(CC(=O)NCCc2ccccc2)Cc2cccs2)c1	3	-1	17	1.1	-18	-5	0.97	1	-5
CCOc1ccc(NC(=O)C2CCC(C)(C(=O)O)C2(C)C)cc1 (configuration not stated)	2	1	1	1.2	-3	-1	0.97	1	-16
COc1ccccc1NS(=O)(=O)c1cc(C(=O)NCC(c2ccc(F)cc2)N2CCOCC2)ccc1C (configuration not stated)	-5	-5	16	1.1	-5	0	1.1	-1	-8
Cc1ccc(-c2nn(-c3ccccc3)cc2C2CC(c3cccs3)=NN2C(=O)CCC(=O)O)cc1 (configuration not stated)	10	-1	7	0.9	-3	-2	0.9	1	10
CN(CC1CCCN(CCc2cccc(C(F)(F)F)c2)C1)C(=O)c1ccco1 (configuration not stated)	-3	2	15	1.2	-3	-3	1	-1	-23
CCOc1ccc(NC(=S)N(CCc2c(C)[nH]c3ccc(C)cc23)Cc2ccco2)cc1	-2	-6	20	0.86	-8	-6	1	-4	14
Cc1[nH]c(=O)c(Cc2ccccc2)c(O)c1C#N	2	1	8	1.1	-7	-1	0.98	3	-8
CCC(=O)Nc1cccc(C2=NOC3(C2)C[C@@H](C(N)=O)N(C(=O)C2(C)CC2)C3)c1 (some centres not stated)	16	-2	9	0.99	2	-4	0.84	1	0
O=C(NCC1CCCO1)c1csc(Nc2cccc3ccccc23)n1 (configuration not stated)	6	0	10	1	-6	1	0.94	-2	-2
Cc1cccc(N/N=C/c2ccc(C)s2)c1	0	-3	23	0.94	-8	-2	0.99	-3	6
O=C(Nc1cccc(C(F)(F)F)c1)c1c(O)c2ccccc2[nH]c1=O	10	-5	14	1.2	11	-9	0.9	1	-24
Cn1nc(C(=O)OCC(=O)Nc2ccc(C(N)=O)cc2)c2ccccc2c1=O	-1	0	-7	1.1	-4	-1	1	-4	-10
C/C(=N/NC(=O)CCCOc1ccc(Cl)cc1Cl)c1ccc(C)o1	-2	-2	10	1	-1	1	1	-1	-4
Cc1oc(-c2ccccc2F)nc1CSCC(=O)NC1CCCC1	-3	10	13	1	-5	-5	1	1	-4
Cc1ccccc1CNCc1cccnc1	6	-2	13	0.91	-4	-2	0.94	2	9
Cc1nnc(NC(=O)CSc2nnc(-c3ccccc3)n2C)s1	8	-4	21	1	1	2	0.92	2	-2
CC(=O)N1CCN=C1SCc1ccc(Br)cc1	2	-1	9	1	1	3	0.98	0	-1
O=C(Cn1cnc2cc([N+](=O)[O-])ccc2c1=O)Nc1ccc2c(c1)OCO2	8	-3	4	0.9	-4	-2	0.92	-13	10
OCC1(C2=NOC(O)(C(F)(F)F)C2)CCCCC1 (configuration not stated)	-3	0	2	0.96	-4	-1	1	2	4
CCOc1ccccc1Nc1nc(-c2sc(NC(=O)c3ccccc3)nc2C)cs1	19	-5	14	0.95	9	2	0.81	x	5
COc1ccc(CCC(=O)N2CCN(S(=O)(=O)c3cccc(C(F)(F)F)c3)CC2)cc1OC	-3	-2	13	0.99	-9	0	1	2	1
COc1cc(-c2noc(C3CCCN(S(=O)(=O)c4cccc(Cl)c4)C3)n2)cc(OC)c1OC (configuration not stated)	7	-4	15	0.89	-5	1	0.93	2	12
Cc1ccc(NC(=O)CN(C)C(=O)CCOc2cccc(C)c2)cc1	6	-4	8	0.98	-6	-4	0.94	-2	2
CCOC(=O)[C@@H]1[C@H]2COc3cc(OC)ccc3[C@H]2N2C(=O)N(c3ccc(OC)cc3)C(=O)[C@]12C	7	2	14	0.9	-5	-3	0.93	2	10
N#CCCN(C(=O)COC(=O)Cc1c[nH]c2ccccc12)c1ccccc1	2	4	6	0.89	-11	-6	0.98	0	12
SMILES	mIAP inh	beta cell repl	NALP3 yeast inh	hIAP activ	A3G deaminase	A3A deaminase	mIAP act	SENP1 FRET inh	hIAP inh
Cc1ccc(S(=O)(=O)Nn2c(C)ccc2C)cc1	15	-1	3	1.3	1	3	0.85	0	-30
CCN1CCN(C(=O)c2ccc(COc3ccc(Cl)cc3)o2)CC1	-4	-3	15	0.88	-8	2	1	-2	12
CCCn1nc(C(=O)NNC(=O)CCCOc2ccc(OC)cc2)c2ccccc2c1=O	-7	-1	1	1.7	-9	-5	1.1	1	-66
CCCCC(=O)NCc1ccc2c(c1)cc(C)n2C	4	-1	14	0.94	-3	-1	0.96	-15	6
CCOc1ccc(NS(=O)(=O)c2ccc(C(=O)NCc3cccnc3)cc2)cc1	-4	-1	11	0.91	-10	-3	1	0	9
O=C(CCCOc1ccc(Br)cc1)Nc1ccc(S(=O)(=O)N2CCOCC2)cc1	4	-4	12	0.96	-3	-1	0.96	3	4
CC(=O)N1CCN(c2nnnn2-c2ccccc2)CC1	-1	-2	2	1	-7	2	1	3	-4
CN(C)CCn1c2c(c(SCC(=O)Nc3cccc(C(F)(F)F)c3)nc1=O)CCCC2	4	1	7	0.84	-2	-1	0.95	0	16
CCOCCCNC(=O)CCc1ccc(-n2cnc3cccnc32)cc1	2	0	3	0.83	-4	0	0.98	-5	17
Cc1csc(SCc2c(C(=O)O)oc3ccccc23)n1	1	-2	21	1.1	-10	-6	0.99	2	-6
Cc1cc(Nc2ccccc2Br)n2nc(C)nc2n1	-1	-1	2	1.2	0	-3	1	-1	-17
O=[N+]([O-])c1cc([N+](=O)[O-])c(N2CCOCC2)cc1NCc1ccccc1	14	-4	19	0.99	3	8	0.86	2	1
O=C(NCCc1cccs1)C12CN(Cc3ccccc3)CC1C(c1cccc([N+](=O)[O-])c1)=NO2 (configuration not stated)	-1	-5	19	0.99	-9	1	1	2	1
CN(CC(=O)Nc1ccc(Cl)cc1)C(=O)C1CCCC1	-1	-4	17	1.1	-1	-5	1	1	-13
Cc1ccc(C(=O)N/C(=C/c2ccccc2)C(=O)NCc2ccncc2)cc1	-14	-1	2	1.1	-2	-2	1.1	2	-8
CCOc1ccc2[nH]c(C)c(CN3CCN(CC)CC3)c(=O)c2c1	0	2	-9	0.97	-5	-2	1	1	3
O=C(COc1ccc2cc(Br)ccc2c1Br)N1CCOCC1	12	1	28	0.86	-4	-2	0.88	0	14
COc1ccccc1N1C(=O)c2ccc(C(=O)Nc3ccccc3O)cc2C1=O	-8	-1	3	0.92	18	0	1.1	2	8
CCOCCCNc1ncc2c(n1)CC(c1ccc(C)cc1)CC2=O (configuration not stated)	7	-3	17	0.99	-2	-2	0.93	0	1

In the list so far, 14 have four or more nitrogen atoms.
SMILES	mIAP inh	beta cell repl	NALP3 yeast inh	hIAP activ	A3G deaminase	A3A deaminase	mIAP act	SENP1 FRET inh	hIAP inh
Cc1ccnc(NC(=O)CCC(=O)N(CC(=O)NCCc2ccccc2)Cc2cccs2)c1	3	-1	17	1.1	-18	-5	0.97	1	-5
Cc1ccc(-c2nn(-c3ccccc3)cc2C2CC(c3cccs3)=NN2C(=O)CCC(=O)O)cc1 (configuration not stated)	10	-1	7	0.9	-3	-2	0.9	1	10
CCC(=O)Nc1cccc(C2=NOC3(C2)C[C@@H](C(N)=O)N(C(=O)C2(C)CC2)C3)c1 (some centres not stated)	16	-2	9	0.99	2	-4	0.84	1	0
Cn1nc(C(=O)OCC(=O)Nc2ccc(C(N)=O)cc2)c2ccccc2c1=O	-1	0	-7	1.1	-4	-1	1	-4	-10
Cc1nnc(NC(=O)CSc2nnc(-c3ccccc3)n2C)s1	8	-4	21	1	1	2	0.92	2	-2
O=C(Cn1cnc2cc([N+](=O)[O-])ccc2c1=O)Nc1ccc2c(c1)OCO2	8	-3	4	0.9	-4	-2	0.92	-13	10
CCOc1ccccc1Nc1nc(-c2sc(NC(=O)c3ccccc3)nc2C)cs1	19	-5	14	0.95	9	2	0.81	x	5
CCCn1nc(C(=O)NNC(=O)CCCOc2ccc(OC)cc2)c2ccccc2c1=O	-7	-1	1	1.7	-9	-5	1.1	1	-66
CC(=O)N1CCN(c2nnnn2-c2ccccc2)CC1	-1	-2	2	1	-7	2	1	3	-4
CN(C)CCn1c2c(c(SCC(=O)Nc3cccc(C(F)(F)F)c3)nc1=O)CCCC2	4	1	7	0.84	-2	-1	0.95	0	16
CCOCCCNC(=O)CCc1ccc(-n2cnc3cccnc32)cc1	2	0	3	0.83	-4	0	0.98	-5	17
Cc1cc(Nc2ccccc2Br)n2nc(C)nc2n1	-1	-1	2	1.2	0	-3	1	-1	-17
O=[N+]([O-])c1cc([N+](=O)[O-])c(N2CCOCC2)cc1NCc1ccccc1	14	-4	19	0.99	3	8	0.86	2	1
O=C(NCCc1cccs1)C12CN(Cc3ccccc3)CC1C(c1cccc([N+](=O)[O-])c1)=NO2 (configuration not stated)	-1	-5	19	0.99	-9	1	1	2	1

Screening results: PubChem, Sanford-Burnham Center for Chemical Genomics

The list is partial, so the mix of outcomes need not match the whole.
